# Assay outcomes (PubChem)
# D1 potentiator = human D1 dopamine receptor positive modulation | potentiation, % at 10 µM | actives 0.036% (n = 360,000) | P21728 | HEK293 TREx D1 cells, calcium flux, dopamine EC20 potentiation; in the data active = potentiation above about 30%; note: 0% is about no effect
# Target sequence (P21728 whole entry, looked up): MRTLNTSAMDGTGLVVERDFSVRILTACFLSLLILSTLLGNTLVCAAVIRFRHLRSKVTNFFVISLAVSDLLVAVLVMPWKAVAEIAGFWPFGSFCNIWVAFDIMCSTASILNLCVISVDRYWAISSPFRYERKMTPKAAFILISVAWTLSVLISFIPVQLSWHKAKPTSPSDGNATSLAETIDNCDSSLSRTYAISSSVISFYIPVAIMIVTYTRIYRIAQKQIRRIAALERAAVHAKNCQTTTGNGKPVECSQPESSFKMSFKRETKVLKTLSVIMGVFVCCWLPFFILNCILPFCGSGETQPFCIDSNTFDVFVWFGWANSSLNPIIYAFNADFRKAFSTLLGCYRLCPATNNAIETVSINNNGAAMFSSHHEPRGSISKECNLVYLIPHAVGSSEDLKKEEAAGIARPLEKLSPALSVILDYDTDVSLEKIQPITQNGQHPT
# Glioma ERSR ind = inducers of ER stress response in human glioma cells; U87-MG GRP78 promoter luciferase reporter, 16 h; Potency, µM, inactives show at the top dose activation, most hits filed as activators; actives 0.02% (n = 420,000); note: potency is the fitted concentration of half-maximal effect; series mostly up to about 76 µM; % of control where 0% means no effect; nearly all actives have a fitted effect of over 35% in size
#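 Stably transfected U87-MG glioma cells carrying a GRP78-based luciferase sensor; 16 h compound incubation. Luminescence end-point read 10 min after Bright-Glo addition at room temperature.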
# RXFP1 antagonist = antagonists of human relaxin receptor RXFP1; Q9HBX9; HEK293-RXFP1, relaxin-stimulated cAMP HTRF, 30 min; hits give low values; activity change, negative = inhibition, % at 57.5 µM; actives 0.59% (n = 350,000);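 active = activity change of -60% or lower, but not beyond a set lower limit; inconclusive = change between -60% and -40%, or beyond the set limit; inactive = change above -40%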; note: % is set by controls: 0 for no effect and ±100 for the full control effect
# D1 ag = activates the human D1 dopamine receptor; actives 1% (n = 360,000); activation, % at 2 µM; HEK293 T-REx D1 cells, calcium flux, agonist mode; in the data active = activation above about 30%; note: 0% is about no effect
#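 Inducible HEK293 T-REx D1 cells, force-coupled to calcium signalling, were plated at 4000 cells/well with tetracycline and held overnight at 30 C. After no-wash calcium dye loading, compound-evoked calcium rise over 180 s flagged agonists.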
# RXFP1 agonist = RXFP1 (human) receptor agonism | Q9HBX9 | HEK293T-RXFP1 cAMP TR-FRET, 30 min; response scale: percent of porcine relaxin response, buffer zero | Potency, µM (titrated, usually from 57.5 µM), for inactives: at the top dose activation, most hits filed as activators | actives 0.3% (n = 370,000); note: potency is the fitted concentration of half-maximal effect; % is set by controls: 0 for no effect and ±100 for the full control effect; nearly all actives have a fitted effect of over 60% in size; many of its hits are not listed in these tables
#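 HEK293T cells stably expressing RXFP1 were pretreated with the PDE4 inhibitor Ro 20174, exposed to compounds for 30 min at 37C, lysed, and cAMP was read by TR-FRET. Data normalized to buffer (basal) and 29 nM porcine relaxin (100%).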
# Vif-APOBEC3G blk = inhibitors of Vif-APOBEC3G interaction | Q9HC16 | HeLa A3G-eYFP + Vif (tagged APOBEC3G with the HIV-1 protein that degrades it), YFP fluorescence, overnight | Potency, µM (highest dose often 46.1 µM), for the others: at the highest dose activity, negative = active, most hits filed as inhibitors | actives 0.076% (n = 410,000);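 note: potency is the fitted concentration of half-maximal effect; % is set by controls: 0 for no effect and ±100 for the full control effect; nearly all actives have a fitted effect of over 60% in size; hits raise eYFP signal because A3G escapes Vif-driven loss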
#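 Read-out is eYFP fluorescence (Ex 488/Em 500-530) from Vif-expressing HeLa A3G-eYFP cells; more signal means A3G escaped Vif-mediated degradation. Cells plated overnight, compound pinned in, incubated overnight at 37 deg C.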
# Vif-APOBEC3F blk = Vif-A3F binding inhibition; HeLa A3F-eYFP + Vif (tagged APOBEC3F with the HIV-1 protein that degrades it), YFP fluorescence increase; Potency, µM (series often up to 46.1 µM), without a hit: at the highest dose activity, negative = active; actives 0.2% (n = 390,000); AID 602313; note: potency is the fitted concentration of half-maximal effect; % of control where 0% means no effect; nearly all actives have a fitted effect of over 65% in size
#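 HeLa cells stably expressing A3F-eYFP plus Vif, plated and incubated overnight at 37 deg C, then exposed to compounds overnight at 37 deg C. Blocked degradation read as raised yellow fluorescence (Ex 488/Em 500-530).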
# D1 antag = human D1 dopamine receptor antagonism | P21728 | HEK293 TREx D1 cells, calcium flux, dopamine EC80; hits give low values | activity change, negative = inhibition, % at 10 µM | actives 3.2% (n = 360,000); in the data active = activity change below about -30%; note: % is set by controls: 0 for no effect and ±100 for the full control effect
#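 Tetracycline-induced HEK293 Trex D1 cells, force-coupled to calcium, dye-loaded; compounds added and read 180 s, then EC80 dopamine added and calcium flux tracked kinetically another 180 s.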
# D2 potentiator = D2 dopamine receptor (human) potentiation; P14416; HEK293 T-REx D2, calcium flux, EC20 dopamine potentiation; potentiation, % at 10 µM; actives 0.34% (n = 340,000);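 active = potentiation over 3 SD above the plate norm, cut at about 30% in these data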; note: 0% is about no effect
# Target sequence (P14416 whole entry, looked up): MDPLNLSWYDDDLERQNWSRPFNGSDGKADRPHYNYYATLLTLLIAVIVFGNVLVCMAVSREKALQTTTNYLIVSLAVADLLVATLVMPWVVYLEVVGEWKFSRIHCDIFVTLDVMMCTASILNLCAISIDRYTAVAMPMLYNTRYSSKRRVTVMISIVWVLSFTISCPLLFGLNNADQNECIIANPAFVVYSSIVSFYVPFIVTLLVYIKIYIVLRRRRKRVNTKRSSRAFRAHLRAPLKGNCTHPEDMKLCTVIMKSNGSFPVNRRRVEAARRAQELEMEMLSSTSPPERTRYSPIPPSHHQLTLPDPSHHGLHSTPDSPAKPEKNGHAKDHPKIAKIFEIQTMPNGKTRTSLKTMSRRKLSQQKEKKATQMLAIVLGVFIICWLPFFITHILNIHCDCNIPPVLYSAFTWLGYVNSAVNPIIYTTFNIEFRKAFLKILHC
#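 Potentiation of an EC20 dopamine calcium response is measured in a force-coupled, tetracycline-inducible Hek293 Trex D2 line. Compound-only kinetic reads over 180 s flag agonists before dopamine addition.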
# Starred values were filed as active, the others as inactive; u = inconclusive; x = not tested or not shown; & = joins results of further samples. Unless noted, calls come from the whole dose curve; as a rule, active = well fitted curve in the direction sought with a large enough effect; inconclusive = small, poorly fitted or top-dose-only effect, or another doubt; inactive = no such curve, though single readings can be large; an effect the other way counts as inactive or inconclusive. An excerpt. The share of hits here may be higher or lower than overall.
SMILES,D1 potentiator,Glioma ERSR ind,RXFP1 antagonist,D1 ag,RXFP1 agonist,Vif-APOBEC3G blk,Vif-APOBEC3F blk,D1 antag,D2 potentiator
CCCCN1C[C@H](O)[C@@H](O)[C@H](O)[C@H]1CO,-2,-5%,16,2,-1.7%,-2%,-7%,-15,4
CC(C(=O)O)N(C(=O)c1ccccc1)c1ccc(F)cc1 (configuration not stated),-6,4%,11,1,1.7%,-8%,7%,-3,-3
CCOc1cc(/C=N/NC(=O)c2ccncc2)ccc1OS(C)(=O)=O,8,-3%,0,2,0.5%,-5%,-5%,12,x
Cc1nc(C(=O)NC2CCOCC2)sc1C1(C)CC(c2ccccc2)=NO1 (configuration not stated),6,-2%,x,17,0.0%,0%,7%,1,0
Cc1ccsc1C(=O)Nc1nnc(-c2ccco2)o1,-2,7%,1,1,1.4%,1%,-4%,0,-5
O=C(OCc1cc([N+](=O)[O-])cc2c1OCOC2)c1ccc2ccccc2n1,-2,1%,-13,-2,11%,1%,-6%,6,0
CNS(=O)(=O)c1cccc(C(=O)NNC(=O)c2ccc(COc3ccccc3)cc2)c1,-1,-3%,0,5,-4.5%,3%,-12%,-6,9
CC(Sc1cccc[n+]1[O-])C(=O)Nc1cccc(S(=O)(=O)N2CCOCC2)c1 (configuration not stated),-1,-4%,-3,3,17%,-1%,-25%,-18,2
CSCC[C@H](N)C(=O)N1CCC(C(=O)N[C@H](C)C(=O)NC(C)c2ccccc2)CC1 (some centres not stated),2,-1%,x,3,1.6%,-2%,-4%,7,-6
CCCCCCCC1CC(CSC(=N)N)OC1=O (configuration not stated),-2,-6%,-6,20,2.2%,5%,-13%,14,4
C[C@]12C=C[C@H](O)CC1=CCC1C2CC[C@@]2(C)C1CCC21OCCO1 (some centres not stated),x,-4%,3,x,x,-18%,-4%,x,x
CCOC(=O)c1[nH]c(C)c(C(=O)OCc2c(C)noc2C)c1C,-8,-5%,2,0,0.1%,-21%,0%,-11,7
CCOc1ccc(C(=O)N2CCN(C(=O)c3ccco3)CC2)cc1OCC,4,-6%,-6,-2,0.5%,-4%,-6%,-3,6
Cc1cc(NCc2ccncc2)ccc1Br,-3,1%,1,12,-1.2%,0%,3%,-23,5
CSc1ccc(C2(O)Cc3cccc[n+]3C2c2ccccc2)cc1 (configuration not stated),-14,-4%,18,1,-3.5%,0%,15%,7,5
COc1cccc(C2=NNC(=NCc3ccccc3)SC2)c1,-3,3%,3,2,-1.4%,u,-3%,1,5
CC(C)S(=O)(=O)c1oc(-c2cccs2)nc1S(=O)(=O)c1ccc(F)cc1,-1,-11%,-79*,2,2.3%,-18%,1%,11,5
CCc1ccc(C2(O)CC(C(F)(F)F)=NN2C(=O)Cc2ccc([N+](=O)[O-])cc2)cc1 (configuration not stated),-2,1%,-17,0,-0.5%,-8%,-9%,-5,-5
Cc1nc(CNS(=O)(=O)c2ccc3c(c2)CCCC3)cs1,-11,-8%,-6,10,-0.3%,5%,1%,-46*,-14
Cc1ccc2cc3cc(C(=O)N4CCN(Cc5ccccc5)CC4)sc3nc2c1,1,-2%,-9,2,-1.0%,3%,-6%,0,8
CCCCCCc1nc2ccccc2c(=O)n1N,6,2%,1,1,2.8%,0%,2%,0,6
COc1ccccc1C(c1nnnn1CCc1ccccc1)N1CCCCCC1 (configuration not stated),1,-6%,-8,4,-0.5%,-1%,7%,-23,6
COC(=O)C(Oc1ccc2c(-c3ccc(OC)cc3)cc(=O)oc2c1)c1ccccc1 (configuration not stated),-2,-6%,-8,4,2.1%,-1%,1%,-9,16
Cn1c(=O)[nH]c(=O)c2c1nc(SCC(=O)O)n2CCc1ccccc1,-3,-1%,17,4,0.4%,0%,-2%,5,12
O=C(Nc1cccc(F)c1)c1ccc2oc(=O)n(Cc3ccccc3)c2c1,-1,-3%,x,5,-0.6%,5%,-11%,-1,2
COCCSc1ccccc1C(=O)Nc1cccnc1,2,-4%,2,1,-1.7%,0%,1%,7,x
CCc1n[nH]c2c1C(=O)CC(C)(C)C2,4,0%,-8,1,0.7%,0%,1%,1,10
O=C(COC(=O)C12CC3CC(CC(Br)(C3)C1)C2)NNC(=O)c1ccccc1,x,-3%,-4,8,-0.6%,0%,-1%,-4,-2
C/C(=N/OC(=O)C1CC1)c1cc(-c2ccc(Cl)cc2)no1,6,5%,-4,0,-1.9%,2%,1%,-5,3
O=C(NCc1ccccc1Cl)c1ccc2c(=O)n(CCCN3CCCC3=O)c(=S)[nH]c2c1,-10,-3%,-3,1,13%,4%,-6%,-13,1
FC(F)(F)c1ccc(Sc2nnc(-c3cccs3)n2CC2CCCO2)nc1 (configuration not stated),-2,-3%,-16,-1,0.1%,0%,-6%,-6,12
O=C(NCCc1ccc2c(c1)OCCO2)c1cc2ccccc2o1,-7,-2%,-15,9,0.7%,1%,7%,-18,12
Cn1c(=O)c2c(nc(CCc3ccccc3)n2C)n(C)c1=O,x,-3%,7,x,x,3%,0%,x,x
COc1c(N2CCN(C(=S)Nc3ccccc3)C(C)C2)c(F)cc2c(=O)c(C(=O)O)cn(C3CC3)c12 (configuration not stated),-2,x,x,2,0.0%,x,x,9,-8
Cc1cc(N2CCN(c3cccc(C(F)(F)F)c3)CC2)n2nc(C)nc2n1,1,-1%,-4,2,1.1%,0%,-11%,-7,3
N=C1C(=O)NC(=O)C1c1ccccc1 (configuration not stated),x,-2%,-2,x,x,0%,4%,x,x
O=S(=O)(Nc1c(F)cccc1F)c1ccc2c(c1)OCCO2,6&-1,-1%&-2%,-2,1&-1,1.3%&-0.1%,0%&1%,0%&11%,-5&-3,1
CCN(CC(=O)Nc1c(F)cccc1F)C(=O)CCC(=O)c1ccc(F)cc1,-1,-2%,-15,1,0.3%,-1%,1%,-2,4
CC(C)CNC(=S)N1CCC(C(=O)c2ccc3c(c2)OCCO3)CC1,-6,-2%,4,11,3.9%,0%,-5%,-8,5
O=C(NCCCO)c1cc2ccccc2[nH]1,-7,-4%,2,1,0.7%,-1%,-1%,-10,-6
COc1ccc(CCCNC(=O)C2CCC(=O)N(CC3CCCCC3)C2)cc1 (configuration not stated),1,-6%,-10,4,-0.7%,2%,-18%,6,1
COC(=O)c1sc2nc(CSc3nc4ccc(C)cc4[nH]3)[nH]c(=O)c2c1C,-7,1%,4,0,3.5%,-14%,-10%,-13,-1
NC(=O)c1nn(-c2ccc(Oc3ccccc3)cc2)c(=O)cc1O,-3,-5%,4,2,0.1%,1%,2%,2,-25
O=C(O)CNC(=O)/C(=C\c1ccco1)NC(=O)c1ccco1,-8,0%,-1,3,-0.5%,4%,4%,2,11
CCC(=O)Nc1ccc2c(c1)ncn2-c1ccc(C)cc1,6,-8%,-8,0,1.6%,-2%,9%,2,-5
CCOC(=O)c1ccccc1NC(=O)C(=O)Nc1ccc2nc3n(c(=O)c2c1)CCCCC3,-4,-4%,-1,18,-0.9%,0%,1%,4,10
COc1cccc(Cn2c(CNC(=O)CCc3ccccc3)nc3cccnc32)c1,-1,-1%,10,0,-0.4%,-1%,7%,12,-5
COc1ccc(NC(=O)CCc2ccccc2)cc1NC(=O)c1ccco1,-2,-4%,1,2,-0.2%,-28%,1%,-14,5

# An excerpt of these results, with bars between the fields.
compound | D1 potentiator | Glioma ERSR ind | RXFP1 antagonist | D1 ag | RXFP1 agonist | Vif-APOBEC3G blk | Vif-APOBEC3F blk | D1 antag | D2 potentiator
Cc1cc(NCc2ccncc2)ccc1Br | -3 | 1% | 1 | 12 | -1.2% | 0% | 3% | -23 | 5
CCOc1ccc(C(=O)N2CCN(C(=O)c3ccco3)CC2)cc1OCC | 4 | -6% | -6 | -2 | 0.5% | -4% | -6% | -3 | 6
COc1ccc(NC(=O)CCc2ccccc2)cc1NC(=O)c1ccco1 | -2 | -4% | 1 | 2 | -0.2% | -28% | 1% | -14 | 5
Cc1ccc2cc3cc(C(=O)N4CCN(Cc5ccccc5)CC4)sc3nc2c1 | 1 | -2% | -9 | 2 | -1.0% | 3% | -6% | 0 | 8

# (list continues)
SMILES,D1 potentiator,Glioma ERSR ind,RXFP1 antagonist,D1 ag,RXFP1 agonist,Vif-APOBEC3G blk,Vif-APOBEC3F blk,D1 antag,D2 potentiator
O=C(CCNC(=O)c1ccc(Br)cc1)Nc1nccs1,-4,0%,-31,1,-4.4%,-5%,-5%,-2,x
N#CC1=C(N)C2=CCCC[C@H]2[C@H](c2cccc(F)c2)C1(C#N)C#N,7,u,-17,2,1.1%,u,-28%,-1,1
COc1ccc(Cc2nc(C(=O)Nc3ccc(F)cc3)cs2)cc1,-1,10%,-6,8,0.8%,2%,3%,-24,-5
Cc1ccc(-c2c(NCCc3ccccc3)c(=O)c2=O)cc1,-3,1%,-2,2,-0.3%,0%,-3%,1,-3
COc1ccc(-c2nn3c(=O)cc(CN4CCN(C(=O)c5ccc(OC)c(OC)c5)CC4)nc3s2)cc1,0,-1%,x,0,16%,1%,0%,5,-4
O=[N+]([O-])c1ccc(N2CCN(S(=O)(=O)c3ccc(Cl)cc3)CC2)cc1NCC1CCCO1 (configuration not stated),-3,-3%,8,1,1.5%,0%,5%,-16,13
COc1ccc(/C=N/NC(=O)c2ccccc2Cl)cc1CSc1nc2ccccc2s1,0,-3%,-3,7,2.0%,u,-6%,-7,-17
Cc1cc(C)cc(NC(=S)NCc2ccncc2)c1,-3,-2%,-35,1,-1.8%,1%,7%,x,-7
COc1ccc(C(=O)Nc2ccccc2N2CCN(C(=O)C(C)C)CC2)cc1Cl,-3,2%,-6,1,3.2%,-2%,-3%,-5,9
O=C(CCCC1=NS(=O)(=O)c2ccccc2N1)OCc1ccc(Cl)cc1,-1,2%,-18,6,0.7%,0%,-5%,1,-9
O=C(Nc1ccc(S(=O)(=O)N2CCN(Cc3ccccc3)CC2)cc1)c1cnccn1,-3,-3%,-8,13,-0.1%,1%,-5%,-36*,-22
CC(C)Oc1ccc(C(=O)OCC(=O)N2CCCc3ccccc32)cc1,-3,-3%,-17,8,0.0%,-4%,-12%,16,-1
Nc1cccn2c(-c3ccc(Cl)cc3)cnc12,-5,4%,-5,3,0.9%,u,-20%,-9,6
